# Source: PubChem BioAssay
# PTHR1 agonist = PTHR1 (human) receptor agonism; HEK293 GP2 PTHR1 cells, GloSensor cAMP luminescence, 1 h; actives 0.075% (n = 410,000); AID 743266; Potency, µM (doses to about 115 µM), without a hit: at the top dose activation, actives largely listed as activators; further: potency means the concentration at half of the fitted maximal effect; nearly all actives have a fitted effect of over 55% in size; some results filed as inactive show a strong effect at the top dose; inactives centre near -15; many of its hits are not listed in these tables
# Target sequence (Q03431 whole entry, looked up): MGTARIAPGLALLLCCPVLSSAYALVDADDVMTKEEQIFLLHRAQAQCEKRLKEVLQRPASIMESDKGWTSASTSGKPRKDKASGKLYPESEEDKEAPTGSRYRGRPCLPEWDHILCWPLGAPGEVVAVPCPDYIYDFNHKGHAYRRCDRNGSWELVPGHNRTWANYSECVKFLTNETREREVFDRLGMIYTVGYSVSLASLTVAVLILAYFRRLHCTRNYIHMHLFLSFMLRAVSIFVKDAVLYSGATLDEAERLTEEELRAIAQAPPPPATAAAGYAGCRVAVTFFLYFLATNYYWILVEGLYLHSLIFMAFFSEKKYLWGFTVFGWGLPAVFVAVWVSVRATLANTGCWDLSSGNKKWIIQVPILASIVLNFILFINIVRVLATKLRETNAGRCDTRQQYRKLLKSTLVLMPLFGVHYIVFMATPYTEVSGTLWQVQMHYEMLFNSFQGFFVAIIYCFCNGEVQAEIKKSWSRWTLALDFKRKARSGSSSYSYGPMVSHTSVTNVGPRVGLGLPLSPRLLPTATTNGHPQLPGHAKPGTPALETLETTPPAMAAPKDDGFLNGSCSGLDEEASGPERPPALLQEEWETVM
#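 HEK-293-derived GP2 cells expressing PTHR1 and a GloSensor cAMP reporter, 3,000/well, plated overnight, given luciferin plus IBMX (each 0.5 mM as added) for 1 h at 37 °C, then compound for 1 h at 37 °C. Luminescence was read after 15 min at room temperature.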
# GLP1R inv ag = GLP-1 receptor (human) inverse agonism | Potency, µM (titrated, usually from 38.3 µM), for inactives: at the highest dose activity change, negative = inhibition, hits mostly inhibitors | actives 1.6% (n = 410,000) | AID 624417 | HEK293 GLP-1R CRE-luciferase, luminescence, 24 h; GLP-1R form is constitutively active; further: potency means the concentration at half of the fitted maximal effect; on the % scale 0 is the no-effect control and ±100 the full control effect; nearly all actives have a fitted effect of over 55% in size
#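 Readout was luciferase luminescence, measured 12 min after detection reagent at room temperature. Beforehand, GLP-1R reporter HEK293 cells had sat 12 h, then received compounds for 24 hr at 37 deg C.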
# aSyn rescue = alpha-synuclein toxicity inhibition in yeast; AID 652106; Potency, µM (doses to about 46.1 µM), for the others: at the top dose growth rescue (activation), hits mostly activators; Yeast expressing alpha-synuclein, growth rescue, BacTiter-Glo, 24 h; actives 0.14% (n = 370,000); further: potency means the concentration at half of the fitted maximal effect; % of control where 0% means no effect; nearly all actives have a fitted effect of over 65% in size
#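 Screening used galactose-induced yeast with toxic alpha-synuclein levels, exposed to compound for 24 hr at 30 deg C. Cell growth, read with BacTiter-Glo luminescence, gave the measured signal.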
# KB-V1 cytotox = kills drug-selected multidrug resistant KB-V1 cells; AID 1347076; KB-V1 MDR cells viability, CellTiter-Glo, 72 h; Potency, µM (titrated, usually from 46.1 µM), inactives show at the top dose activity change, negative = cytotoxicity, hits mostly cytotoxic; actives 3.4% (n = 400,000); further: potency means the concentration at half of the fitted maximal effect; on the % scale 0 is the no-effect control and ±100 the full control effect; nearly all actives have a fitted effect of over 60% in size
#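 qHTS viability screen in drug-selected KB-V1 MDR cells: 72 h compound treatment at 37 degrees C, ATP luminescence end point.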
# GLP-1R agonist = GLP-1 receptor (human) agonism; P43220; HEK293 GLP-1R CRE-luciferase, luminescence, 4-6 h; cells express a hypersensitive GLP-1R form; Potency, µM (highest dose often 45.6 µM), without a hit: top-dose activation, actives largely listed as activators; actives 0.007% (n = 380,000); AID 624172; further: potency means the concentration at half of the fitted maximal effect; % of control where 0% means no effect
# GLP1R cytotox = cytotoxicity in counter-screen for GLP-1R inverse agonists. HEK293 cAMP-luciferase reporter cells, luminescence, 24 h. actives 0.13% (n = 410,000). Potency, µM (doses to about 38.3 µM), for the others: top-dose activity change, negative = inhibition, usual class: inhibitors. AID 624418;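 further: loss of luciferase light is scored as toxicity; potency means the concentration at half of the fitted maximal effect; on the % scale 0 is the no-effect control and ±100 the full control effect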
#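 1536-well qHTS counterscreen of the MLSMR; 200 cells/uL, 12 h pre-incubation, 23 nL cpd, 24 h at 37 deg C 5% CO2, luciferase detection reagent, 12 min RT, luminescence. Inhibition = undesired.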
# DRD3 antagonist = D3 dopamine receptor (human) antagonism; actives 2.5% (n = 360,000); D3R cells, DiscoveRx beta-arrestin luminescence, antagonist mode; stronger effect = lower value; AID 652054; P35462; max response, negative = inhibition, %; in the data active means max response below about -50%; inconclusive means no clear call, values can overlap the other calls; further: on the % scale 0 is the no-effect control and ±100 the full control effect; mostly tested at two doses, the higher about 12 µM
# Target sequence (P35462 whole entry, looked up): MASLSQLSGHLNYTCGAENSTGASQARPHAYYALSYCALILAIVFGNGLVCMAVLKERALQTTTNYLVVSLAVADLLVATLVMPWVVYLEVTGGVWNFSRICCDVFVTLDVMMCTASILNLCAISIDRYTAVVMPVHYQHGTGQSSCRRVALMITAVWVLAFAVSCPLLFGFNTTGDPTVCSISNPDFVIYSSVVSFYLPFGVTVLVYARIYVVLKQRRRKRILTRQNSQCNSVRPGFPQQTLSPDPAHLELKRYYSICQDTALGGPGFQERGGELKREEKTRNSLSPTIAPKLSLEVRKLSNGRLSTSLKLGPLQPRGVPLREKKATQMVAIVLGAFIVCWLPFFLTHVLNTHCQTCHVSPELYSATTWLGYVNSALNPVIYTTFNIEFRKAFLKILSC
#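 Cells expressing the human receptor were seeded at 1500 cells/well, incubated overnight at 37 degrees C in 5% CO2, then exposed to library compounds with dopamine controls for 90 minutes at 37 degrees C before luminescent detection.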
# TDP-43 yeast inh = rescues yeast growth from TDP-43 toxicity; TDP-43 expressing yeast growth rescue, BacTiter-Glo, 24 h; Potency, µM (doses to about 46.1 µM), for inactives: at the highest dose growth rescue (activation), actives largely listed as activators; actives 1.8% (n = 410,000); AID 652104; further: potency means the concentration at half of the fitted maximal effect; % of control where 0% means no effect; nearly all actives have a fitted effect of over 50% in size
#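 Cell-based yeast growth screen: TDP-43 expression induced in galactose, inoculum OD600=0.02 after raffinose pregrowth to mid-log. Read-out BacTiter-Glo luminescence at 24 hr, 30 deg C; inhibition of toxicity seen as signal increase.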
# D3 ag = agonists of human D3 dopamine receptor; P35462; D3R DiscoveRx beta-arrestin cells, luminescence, 90 min; max activation, %; actives 0.58% (n = 410,000); AID 652048; in the data active means max activation above about 30%; further: 0% is about no effect; mostly tested at two doses, the higher about 12 µM
#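 Agonist mode: compounds and dopamine controls were applied to plated cells for 90 min at 37 degrees C after an overnight attachment at 1500 cells/well. Luminescent read-out followed 30 - 60 minutes at room temperature with DiscoveRx detection reagent.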
# Numbers without * were called inactive; i = inactive; ? = inconclusive; . = no result given; & = joins results of further samples; [ ] = another dose, or the depositor's remark. Unless noted, the call rests on the fitted dose curve; in most records, active means well fitted curve in the direction sought with a large enough effect; inconclusive means small, poorly fitted or top-dose-only effect, or another doubt; inactive means no such curve, though single readings can be large; an effect the other way counts as inactive or inconclusive.
SMILES,PTHR1 agonist,GLP1R inv ag,aSyn rescue,KB-V1 cytotox,GLP-1R agonist,GLP1R cytotox,DRD3 antagonist,TDP-43 yeast inh,D3 ag
O=C(c1ccc(S(=O)(=O)c2cccc(Cl)c2)c([N+](=O)[O-])c1)N1CCN(c2ccccn2)CC1,-39%[inhibitor],?,13%,?,-3%,?,-15,-12%,4
COC(=O)Cc1cc(=O)n(-c2nc3ccccc3s2)[nH]1,i,0%,22%,1%,-1%,-9%,2,?,-3
O=C(CCCOc1ccc(Br)cc1)NCCc1ccc(OC(F)F)cc1,-22%,?,16%,?,14%,-2%,1,0%,-2
CCC(=O)Nc1ccc2c(c1)ncn2C,i,2%,1%,3%,0%,-3%,-6,4%,1
COc1ccc(NC(=O)C2=CN3CCS(=O)(=O)N=C3C=C2)c(OC)c1,-18%,-6%,-4%,?,-3%,0%,24,18%,-5
Clc1ccc2nsnc2c1NC1=NCCN1,i,1%&-1%,3%&1%&2%,22%&12%,8%&-2%&-2%,-5%&0%,16&14,0%&23%,6&4&7
CCN1CCC2(CCN(C(=O)c3cc(COc4cc(C)ccc4C)on3)C2)C1 (stereo not given),i,?,-10%,0%,11%,-3%,-4,13%,-2
CCOc1ccc(C(=O)NCCCN2CCCC2=O)cc1,i,6%,-1%,6%,-7%,-3%,7,9%,1
COc1ccc(S(=O)(=O)NC(=O)C2(C)CCN2C(=O)COc2ccc(Cl)cc2)cc1OC (stereo not given),-47%,21%,1%,0%,-4%,1%,8,14%,5
Cc1cccc(-c2nnc(SCC(=O)Nc3nc4c(s3)CCCC4)n2C)c1,-31%[inhibitor],?,8%,-22%,-6%,-15%,18,21%,1
O=[N+]([O-])c1ccc(/C=N/n2c(CO)nc3ccccc32)s1,i,5%,-4%,-18%,-1%,-5%,-26,16%,-1
Cc1ccc(NC(=O)Cn2c(-c3nonc3N)nc3ccccc32)c(Br)c1,i,5%,.,.,.,0%,.,7%,4
O=C(NCCC1=CCCCC1)C1CCCN(S(=O)(=O)c2cccnc2)C1 (stereo not given),i,-18%,-3%,-24%,4%,-5%,-8,13%,-9
Cc1cc2c(sc3ccccc32)c(C)n1,i,2%,8%,21µM*,9%,14%,-6,8%,-2
CCOC(=O)N1CCN(C(=O)CN(Cc2ccccc2)S(C)(=O)=O)CC1,?,7%,15%,-21%,?,-1%,-20,-17%,7
CCOc1ccc(CNC(=O)CCC(=O)N2Cc3cccc(OC)c3Oc3ncccc32)cc1,i,-12%,-4%,?,-2%,3%,-5,-11%,3
CC(=O)c1ccc(OCc2cc([N+](=O)[O-])cc3c2OCOC3)cc1,i,35%[activator],-3%,?,14%,11%,-2,16%[9.22 µM],1
Cc1csc2ncc(C(=O)NCCC(c3ccccc3)c3ccccc3)c(=O)n12,i,?,2%,-7%,22%,-1%,-8,?,12
Cc1ccccc1OCCCCn1c(C2CC(=O)N(c3ccccc3Cl)C2)nc2ccccc21 (stereo not given),i,?,.,?,.,8%,.,11µM*,-9
Cc1cc(Br)cn2c(Cc3ccccc3)c(-c3ccc(Cl)cc3)nc12,-18%,3%,0%,-14%,1%,-7%,-19,18%,-6
Fc1cccc(NC(=S)NCc2cccnc2)c1,-46%[inhibitor],15%,0%,-13%,-1%,19%,0,1%,-4
CCc1nc2ccc(C(=O)Nc3cccc(OC)c3)cn2c1N(CC)Cc1cccc(Br)c1,i,?,-44%[inhibitor],?,2%,-14%,13,21%,-4
O=C(Nc1ccc2c(c1)OCO2)Nc1ccc(F)cc1F,-36%[inhibitor],-25%,-8%,-13%,11%,4%,-11,12%,1
COc1ccc(C(=O)CC(=O)C(=O)Nc2cc([N+](=O)[O-])ccc2OC)cc1,-9%,15%,6%,-1%,-7%,1%,8,-1%,-10
COc1cc(NC(=O)C2=CC(c3ccc(F)cc3)=NS(=O)(=O)N2C)cc(OC)c1OC,-31%[inhibitor],5%,.,16%,.,-2%,.,28%,-3

# Pulled by compound from above (2):
SMILES,PTHR1 agonist,GLP1R inv ag,aSyn rescue,KB-V1 cytotox,GLP-1R agonist,GLP1R cytotox,DRD3 antagonist,TDP-43 yeast inh,D3 ag
CCN1CCC2(CCN(C(=O)c3cc(COc4cc(C)ccc4C)on3)C2)C1 (stereo not given),i,?,-10%,0%,11%,-3%,-4,13%,-2
O=C(Nc1ccc2c(c1)OCO2)Nc1ccc(F)cc1F,-36%[inhibitor],-25%,-8%,-13%,11%,4%,-11,12%,1

# Returning to the listing with the four entries that preceded the break.
SMILES,PTHR1 agonist,GLP1R inv ag,aSyn rescue,KB-V1 cytotox,GLP-1R agonist,GLP1R cytotox,DRD3 antagonist,TDP-43 yeast inh,D3 ag
CCc1nc2ccc(C(=O)Nc3cccc(OC)c3)cn2c1N(CC)Cc1cccc(Br)c1,i,?,-44%[inhibitor],?,2%,-14%,13,21%,-4
O=C(Nc1ccc2c(c1)OCO2)Nc1ccc(F)cc1F,-36%[inhibitor],-25%,-8%,-13%,11%,4%,-11,12%,1
COc1ccc(C(=O)CC(=O)C(=O)Nc2cc([N+](=O)[O-])ccc2OC)cc1,-9%,15%,6%,-1%,-7%,1%,8,-1%,-10
COc1cc(NC(=O)C2=CC(c3ccc(F)cc3)=NS(=O)(=O)N2C)cc(OC)c1OC,-31%[inhibitor],5%,.,16%,.,-2%,.,28%,-3
O=C(O)c1ccn2c(C(=O)c3ccccc3)c(-c3ccccc3)cc2c1,-15%,20%,?,14%,0%,6%,1,-21%,10
CC1CC(C)CN(CCCNC(=O)c2ccc3c(c2)ncn3C2CCCC2)C1 (stereo not given),i,16%,1%,27%,13%,-15%,3,5%,0
Nc1c(-c2ccc(Cl)cc2)cnn1-c1cccc([N+](=O)[O-])c1,-6%[57.5 µM],0%,-10%,?,-1%,-13%,15,12%,-1
Cc1cc(C)n2nc(SCC(=O)N/N=C/c3ccccn3)nc2n1,i,19%,-5%,0%,-2%,-1%,2,-4%,5
N#Cc1nc(-c2ccc(OCc3ccccc3)cc2)oc1N1CCOCC1,-8%[57.5 µM],8%,-9%,-4%,-6%,-14%,-5,-13%,31*
O=C(COC(=O)COc1ccc(Cl)cc1)NCCCc1ccccc1,i,-4%,-2%,?,9%,-21%,14,-13%,1
COc1ccccc1C/C(N)=N/OC(=O)c1ccc(C)c([N+](=O)[O-])c1,-26%[57.5 µM],6%,-67%[inhibitor],-7%,?,8%,12,?,17
O=C(Nc1ccc(N2CCOCC2)c(Cl)c1)c1ccccc1F,-27%[57.5 µM],3%,-16%,-25%,6%,12%,5,-1%,-10
CCc1cc(=O)[nH]c(SCC(=O)Nc2ccc3c(c2)OCCO3)n1,5%,-7%,-1%,1%,-6%,-4%,-24,-10%,-11
CC(O)(P(=O)(O)O)P(=O)(O)O,-9%,10%,-13%,16%,-3%&7%,-6%,21,10%,6&-5
CC(C)CC(=O)NC(=S)Nc1ccc(NC(=O)c2ccco2)cc1,-2%,-34%,0%,-17%,14%,-22%,14,0%,7
C=CCOC(=O)C1=C(C)NC(=O)NC1/C=C/c1ccccc1OC (stereo not given),i,-4%,-5%,-14%,19%,-1%,-7,9%,4
Cc1ccccc1N(C(=O)CCCC(=O)Nc1ccccn1)C(C(=O)NC1CCCC1)c1ccc(O)cc1 (stereo not given),i,15%,-4%,4%,4%,3%,7,-9%,-3
COc1ccc(C(=O)NCc2nnc(SCCOc3ccccc3)n2C)cc1,i,-17%,4%,-6%,1%,-13%,-12,13%,-8
CCOC(=O)N1CCC(NC(=O)c2cnn(-c3cccc(Cl)c3C)c2C2CCN(C(=O)OC(C)(C)C)CC2)CC1,-18%,7%,.,-3%,.,41%[activator],.,9%,-9
CC(=O)C1=CCC(c2ccc(Br)cc2)N(S(=O)(=O)c2ccc(C)cc2)C1 (stereo not given),-32%,-26%,?,7%,-9%,5%,22,13%,7
CS(=O)(=O)N(CC(=O)Nc1ccc2c(c1)OCCO2)c1ccc2c(c1)OCO2,i,16%,1%,-1%,-1%,0%,0,4%,-3
Cn1c(=O)c2c(nc(N3CCOCC3)n2CCc2ccccc2)n(C)c1=O,-25%,1%,-6%,-27%,1%,4%,-1,-2%,0

# An excerpt; count on the stated rates, not on these rows.
